mcGAS inh = cyclic GMP-AMP synthase inhibitors, mouse, primary biochemical chemiluminescence. AID 1259399, 2018. recombinant cGAS, Kinase-Glo ATP depletion luminescence. inhibition, % at 12.5 µM. Q8C6L5. 160,000 compounds, 0.15% hits;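 further: 0% = negative control wells and 100% = reference inhibitor with no enzyme activity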
hcGAS lum = Primary biochemical luminescence assay for human cyclic GMP-AMP synthase inhibitors; Q8N884; recombinant h-cGAS, ATP depletion, Kinase-Glo luminescence; inhibition, % at 12.5 µM; 290,000 compounds, 0.081% hits;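 further: 0% = vehicle reaction and 100% = reaction without DNA for no activity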
Target sequence (Q8N884 whole entry, looked up): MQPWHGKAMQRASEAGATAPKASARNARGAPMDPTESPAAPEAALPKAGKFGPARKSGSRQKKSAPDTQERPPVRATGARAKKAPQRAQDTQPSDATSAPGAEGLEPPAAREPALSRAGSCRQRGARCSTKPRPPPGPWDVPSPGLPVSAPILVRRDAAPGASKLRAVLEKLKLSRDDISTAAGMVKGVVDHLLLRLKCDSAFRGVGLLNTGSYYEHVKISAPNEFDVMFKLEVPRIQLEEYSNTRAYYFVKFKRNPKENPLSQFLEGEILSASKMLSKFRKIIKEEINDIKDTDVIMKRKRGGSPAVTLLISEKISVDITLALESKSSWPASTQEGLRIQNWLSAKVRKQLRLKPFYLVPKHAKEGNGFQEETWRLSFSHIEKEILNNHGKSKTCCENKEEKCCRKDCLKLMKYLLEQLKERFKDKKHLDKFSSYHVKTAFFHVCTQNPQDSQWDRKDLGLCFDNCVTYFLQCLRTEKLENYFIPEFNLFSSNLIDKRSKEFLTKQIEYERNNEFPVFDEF
NPYLR7 agonist = agonists of mosquito NPYLR7 receptor, primary screen, cell-based, Aedes aegypti, calcium fluorescence, mosquito biting behavior; HEK293T NPYLR7/Galpha15, GCaMP6s calcium fluorescence; 270,000 compounds, 0.15% hits; activation, % at 10 µM; in the data active means activation above about 40%;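 further: 0% = vehicle and 100% = reference agonist at the receptor; some compounds past the cut are filed as inactive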
An asterisk follows results filed as active; x = not tested or not shown. Unless noted, no stated cut-off is given here; in the data, active means inhibition above about 40%; inactive means the rest.

SMILES	NPYLR7 agonist	mcGAS inh	hcGAS lum
COc1cccc(C(C2Sc3ncnn3C2=O)N2CCC(C(N)=O)CC2)c1 (centres undefined)	4.0	-5.4	-3.4
COc1ccc(-c2nnc(SCC(=O)c3ccccc3)o2)c(OC)c1	5.3	x	-9.1
O=C(Cn1cnc2ccccc21)N1CCN(c2ccc(-c3ccco3)nn2)CC1	0.5	x	-4.8
O=C(NCCc1ccccn1)Nc1cccc2c1CCCC2	0.9	-7.7	-10.7
C=c1ccc(S(N)(=O)=O)cc1=c1nnc2n1NC(C)=c1ccccc1=2	-5.5	-5.1	-1.8
Cc1cc(C(=O)Nc2cc(C(F)(F)F)ccc2N2CCOCC2)no1	5.5	x	-2.3
Cc1ccc(-n2ncc(C)c(C#N)c2=O)cc1	4.3	x	-6.0
COc1cccc(Cl)c1-c1ccc(CN2CCCCC2)cn1	5.5	x	-4.2
CCC1CCc2nc(NC(=O)C(C)n3cccn3)sc2C1 (centres undefined)	6.5	-5.4	-2.0
Cc1cc(C)cc(-n2nc(-c3ccco3)cc2N)c1	10.3	x	-5.7
COCC(=O)N1CC(CN(C)C2CCCCC2)C(c2ccc(C)cc2)C1 (centres undefined)	x	-2.6	-2.1
Oc1ccc(-c2nc3cc(Cl)ccc3s2)cc1	-2.7	x	-12.2
Cn1cc(CN2CCCN(c3ccc(F)cc3)CC2)cn1	3.1	1.9	0.1
Cc1nc(SCC(=O)c2c(N)n(C3CC3)c(=O)[nH]c2=O)[nH]c(=O)c1CCO	5.5	x	-3.3
O=C(NCCN1C(=O)C(=Cc2ccc3c(c2)OCO3)SC1=S)c1ccccc1	1.6	x	2.4
CCNC(=S)N(Cc1cccc(OC)c1OCc1nc(CO)cs1)C1CC1	29.4	-6.3	-10.9
Cc1cccc(C2c3cccn3-c3ccccc3N2C(=O)CN(C(=O)c2ccc(Br)cc2)C2CC2)c1 (centres undefined)	12.1	-4.1	-2.8
COCCOC(=O)c1nnn(-c2nonc2N)c1C	16.6	-2.8	-8.5
NC(=O)c1cnc2n1CCN(C(=O)c1ccc3ncsc3c1)C2	-10.6	-0.7	1.9
CC(=O)NC(c1ccccc1)c1nc(-c2cncnc2)cs1 (centres undefined)	6.2	x	-9.5
Cc1c(Cl)ccc2sc(N(CCN3CCOCC3)C(=O)c3ccc([N+](=O)[O-])cc3)nc12	9.9	x	-7.9
O=C(Cc1cc(-c2ccccc2F)on1)Nc1cccnc1	2.6	-4.4	-0.9
CCOC(=O)C(CC(C(=O)OCC)=C1NC(=O)CS1)=C1NC(=O)CS1	1.1	x	-4.1
Cc1cc(C)nc(-n2nc(C(C)(C)C)cc2OCC(=O)NC2CCCCC2)n1	0.8	x	-4.5
Cc1ccc2nc(-c3ccccc3C)c(NC3CCCCC3)n2c1	-3.3	-8.4	-7.7
Cc1ccccc1CSc1ncc(C#N)c(N)n1	19.5	x	-0.5
CCSc1cncc(N(CC)CCO)n1	21.7	x	-14.0
CCn1cc(C(CC(=O)NC2CCN(Cc3ccccc3)CC2)c2ccc3c(c2)OCO3)c2ccccc21 (centres undefined)	-4.6	-5.9	-9.5
Cc1ncc2c(n1)CCN(C(=O)NCC1Cc3ccccc3O1)C2 (centres undefined)	8.3	-8.7	-11.8
COc1ccc(N2C(=O)CC(N(Cc3ccco3)C(=O)CCC(=O)O)C2=O)cc1 (centres undefined)	0.9	x	-4.2
CCOC(=O)n1c(CC#N)nc2ccccc21	4.4	x	-9.8
CCN(CC)c1ccc(C(=O)NC23CC4CC(CC(C4)C2)C3)cn1	4.9	x	-12.0
Cc1ccc(CN2C(=O)c3ccccc3NC2c2c(C)nn(CCO)c2C)cc1 (centres undefined)	3.0	x	5.0
Cc1nc(C)c(C(=O)NCC2CN(C3CCN(C4CCC4)CC3)C(=O)CO2)s1 (centres undefined)	x	-6.8	-13.6
Cc1cc(C)c(C#N)c(SCC(=O)c2cc3ccccc3oc2=O)n1	28.4	6.1	2.6
COc1ccc(/C=C/C(=O)N(C)CCc2ccc(OC)c(OC)c2)cc1	-4.4	-2.9	-7.6
CC(NC(=O)CCc1ccc(=O)[nH]n1)c1cnn(-c2ccccc2)c1 (centres undefined)	16.6	x	-5.8
CN(C)C(=O)C1CCCN(C(=O)Nc2ccc(C(F)(F)F)cc2)C1 (centres undefined)	7.3	x	-14.9
Cc1ccc(-n2nc(C(C)(C)C)cc2NC(=O)CN(Cc2ccco2)C(=O)C(c2ccccc2)c2ccccc2)c(C)c1	x	-7.4	-8.2
Cc1[nH]nc2c1C1(CCSCC1)C(C#N)C(=N)O2 (centres undefined)	-1.3	x	-7.2
COC(=O)C1CCN(C(=O)Cc2cc(-c3ccc(C)cc3)on2)CC1	3.8	-9.9	-7.2
CC(NC(=O)c1cc(NC(=O)c2cc(C(F)(F)F)cc(C(F)(F)F)c2)ccc1N1CCCC1)c1ccccc1 (centres undefined)	-2.1	-5.1	-10.6
CC(NC(=O)c1ccc(-c2cc(Cl)cc(Cl)c2)s1)c1nncn1C (centres undefined)	-1.7	-0.1	4.0
NC(=O)NC(=O)CCN(Cc1ccco1)c1ccccc1	9.7	x	-6.8
O=C(Nc1ncccn1)c1c[nH]c2c(C(F)(F)F)cccc2c1=O	4.5	34.4	14.5
Cn1cc(CN2CCCC2c2ccccn2)c(-c2ccc(Oc3ccccc3)cc2)n1 (centres undefined)	14.2	-9.9	-8.2
CCCCS(=O)c1sc2nc3c(cc2c1N)CCCC3 (centres undefined)	6.8	x	-10.6
Cc1sc2ncnc(NS(=O)(=O)c3ccc(Cl)cc3)c2c1C	-5.3	-8.4	-0.1
O=C(Nc1nnc(-c2ccccc2)s1)c1ccccc1OC(F)F	1.0	x	-10.8
CN1C[C@H](NS(=O)(=O)c2ccc(-c3cnco3)s2)C[C@H]1CO	-1.7	x	3.2
N#CC1C(=N)Oc2n[nH]c(-c3ccc4c(c3)OCO4)c2C1c1cccnc1 (centres undefined)	-1.9	x	-3.8
O=C(NCCN1CCCCCC1)Nc1ccccc1	-8.4	-3.5	-6.1
CCn1c(=NC(=O)c2ccnn2C)sc2cc3c(cc21)OCCO3	x	-10.7	-2.2
CCOC(=O)C1CCCN(S(=O)(=O)NC2CCCC(C)C2C)C1 (centres undefined)	-0.8	x	-1.9
O=S(=O)(NCc1ccc2c(c1)OCO2)c1cccc(Cl)c1	-10.5	-7.3	-4.6
Cc1c(NC(=O)c2cnn3c(C(F)(F)F)cc(-c4ccco4)nc23)c(=O)n(-c2ccccc2)n1C	8.1	-7.9	-5.7
CC1(C)OC2OC(C(=O)NNC(=O)CCNC(=O)c3ccccc3)C3OC(C)(C)OC3C2O1 (centres undefined)	-1.7	x	-7.0
O=c1oc(-c2ccco2)nc2ccc(Cl)cc12	13.7	-0.6	2.2
CC(C)c1noc(C(C)n2ccnc2-c2cnc(N3CCCC3)nc2)n1 (centres undefined)	x	-10.7	-9.3
CCn1c(=O)c(C(=O)N(C)C2CCCCC2)nn(-c2cccc(C)c2)c1=O	-5.8	-5.2	-0.3

3 neighbouring records out of the list so far, for reference:
SMILES	NPYLR7 agonist	mcGAS inh	hcGAS lum
CCN(CC)c1ccc(C(=O)NC23CC4CC(CC(C4)C2)C3)cn1	4.9	x	-12.0
Cc1ccc(CN2C(=O)c3ccccc3NC2c2c(C)nn(CCO)c2C)cc1 (centres undefined)	3.0	x	5.0
Cc1nc(C)c(C(=O)NCC2CN(C3CCN(C4CCC4)CC3)C(=O)CO2)s1 (centres undefined)	x	-6.8	-13.6

Next part.
SMILES	NPYLR7 agonist	mcGAS inh	hcGAS lum
Cc1ccc(NC(=S)NNC(=O)CSc2nnc(Nc3ccccc3)n2-c2ccccc2)cc1	5.4	-6.6	-4.0
CCn1c(SCC(=O)N/N=C\c2ccc(C(=O)OC)cc2)nc2ccccc21	1.5	-8.3	-8.5
CCC(CC)C(=O)N(C)c1c(C)nc2ccc(C(=O)N(C)CCN(C)C)cn12	-0.3	0.1	-0.6
Oc1ccc(C=NNc2ccc3ccccc3n2)c(O)c1O	3.5	-5.9	-4.2
Cc1cc(Cl)n2ncc(-c3ccccc3Cl)c2n1	0.8	1.7	2.2
CCOC(=O)Cn1c(=NC(=O)c2cc(Cl)sc2Cl)sc2cc(S(N)(=O)=O)ccc21	-1.1	x	-5.6
Cc1[nH]n(-c2nc(-c3ccc(Br)cc3)cs2)c(=O)c1N=Nc1ccccc1O	-4.8	-6.0	3.6
CCOCC(=O)NCc1cccnc1Oc1c(C)cccc1C	0.9	-16.0	-6.6
Cn1c2sc3c(c2c(=O)n2nnnc12)CC(C)(C)OC3	5.0	-3.4	-7.7
O=C(Nc1ccc(-n2ccnc2)cc1)C1=CN2CCN(Cc3ccccc3)C(=O)N=C2O1	-3.1	x	-8.6
O=C(c1ccc(F)cc1F)N1CCN(C(C(=O)N2CCc3ccccc3C2)C2CCCC2)CC1 (centres undefined)	-3.3	x	-2.5
COc1cc(C=CC(=O)Nc2ccc3c(c2)OCCO3)cc(OC)c1	11.7	x	-4.0
Cc1nc(N2CCCCC2)ncc1C(=O)N1CCN2CCN(C)C(=O)C2C1 (centres undefined)	3.5	-14.5	-1.5
S=c1[nH]nc(COc2ccccc2)n1-c1ccccc1	-1.5	-3.1	-6.5
O=[N+]([O-])c1ncccc1OCCOc1ccc(Br)cc1	10.4	x	-3.5
CC(C)c1noc(C2CCN(C(=O)C(C)n3ccnc3C(C)C)CC2)n1 (centres undefined)	9.7	x	-0.6
CN(Cc1ccc(Cl)cc1Cl)C(=O)c1ccc(-n2cncn2)cc1	2.0	x	-10.0
CCOc1ccc(C(=O)NNC(=O)c2cn[nH]c2-c2ccc(F)cc2)cc1	25.5	x	-4.4
CCCCCCCC(=O)N(CCOC)Cc1cccc(OS(C)(=O)=O)c1	16.7	-4.6	-1.0
CCc1cccc(NC(=O)N(CCOC)CC(=O)Nc2cc(C(C)(C)C)nn2-c2ccc(OC)cc2)c1	-10.9	2.1	0.8
CCOc1c(CNC2CSCCSC2)cccc1OC	-3.9	x	-4.6
COc1ccc(CCNC(=O)N2CCN(C(c3ccc(F)cc3)c3ccc(F)cc3)CC2)cc1	21.7	-6.3	-3.2
Cc1nn(CCO)cc1CN1CCNC(C(=O)N2CCCC2)C1 (centres undefined)	-3.5	x	-0.1
O=C(NCc1ccccc1)c1cc2nc(-c3ccccc3)cc(C(F)(F)F)n2n1	-10.7	-4.7	-4.5
CCOC(=O)C1=C(O)/C(=C\c2ccc(N(C)C)cc2)SC1=Nc1ccc(Cl)cc1	13.5	-6.4	-4.6
COc1cc(C(=O)O)c(N)cc1OC(F)F	-4.6	x	3.6
O=C(CCc1nnc(Cc2c[nH]c3ccccc23)o1)N1CCCCC1CCc1ccccn1 (centres undefined)	2.8	x	0.6
O=C(Cn1cncn1)NCc1ccccc1Sc1ccccc1	14.8	x	-9.1
Cc1ccc(-c2ccc(CCC(=O)N3CC=C(c4ccccc4)CC3)n2-c2ccc(CC#N)cc2)c(C)c1	2.0	-9.6	-5.7
CNC(=O)[C@@]1(OCc2cccc(F)c2)CC(OCc2ccc(C(F)(F)F)cc2)[C@H](O)[C@H](O)C1 (some centres undefined)	2.4	-2.3	-3.1

Entries listed so far with a Cl atom, in the order listed:
SMILES	NPYLR7 agonist	mcGAS inh	hcGAS lum
COc1cccc(Cl)c1-c1ccc(CN2CCCCC2)cn1	5.5	x	-4.2
Oc1ccc(-c2nc3cc(Cl)ccc3s2)cc1	-2.7	x	-12.2
Cc1c(Cl)ccc2sc(N(CCN3CCOCC3)C(=O)c3ccc([N+](=O)[O-])cc3)nc12	9.9	x	-7.9
CC(NC(=O)c1ccc(-c2cc(Cl)cc(Cl)c2)s1)c1nncn1C (centres undefined)	-1.7	-0.1	4.0
Cc1sc2ncnc(NS(=O)(=O)c3ccc(Cl)cc3)c2c1C	-5.3	-8.4	-0.1
O=S(=O)(NCc1ccc2c(c1)OCO2)c1cccc(Cl)c1	-10.5	-7.3	-4.6
O=c1oc(-c2ccco2)nc2ccc(Cl)cc12	13.7	-0.6	2.2
Cc1cc(Cl)n2ncc(-c3ccccc3Cl)c2n1	0.8	1.7	2.2
CCOC(=O)Cn1c(=NC(=O)c2cc(Cl)sc2Cl)sc2cc(S(N)(=O)=O)ccc21	-1.1	x	-5.6
CN(Cc1ccc(Cl)cc1Cl)C(=O)c1ccc(-n2cncn2)cc1	2.0	x	-10.0
CCOC(=O)C1=C(O)/C(=C\c2ccc(N(C)C)cc2)SC1=Nc1ccc(Cl)cc1	13.5	-6.4	-4.6

Screening results deposited in PubChem BioAssay by Fisher Drug Discovery Resource Center.
